Source: PubChem BioAssay
ASM inhibitor: Inhibitors of Secretory Acid Sphingomyelinase (S-ASM): qHTS. Sphingomyelin phosphodiesterase (Homo sapiens), P17405. placental ASM, HMU-PC fluorogenic substrate, 60 min. Potency, µM (doses to about 57.5 µM), for inactives: at the highest dose activity change, negative = inhibition, actives largely listed as inhibitors. actives 0.006% (n = 340,000). AID 504937, 2011; also: potency is read from the fitted curve at half-maximal effect
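Fluorogenic HMU-PC substrate (9 uM final) is turned over by placental ASM in 60 min at 37 C after a 10 min compound preincubation. Reaction ended by alkaline stop (pH 10), with fluorescence read at 386/447 nm.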
GALK inh: qHTS Assay for Inhibitors of Human Galactokinase (GALK). P51570. Purified GALK, Kinase-Glo residual ATP luminescence. Potency, µM (titrated, usually from 57.5 µM), without a hit: at the top dose activity change, negative = inhibition, actives largely listed as inhibitors. actives 0.007% (n = 270,000). AID 1868, 2009; also: potency is read from the fitted curve at half-maximal effect; % is scaled to controls: 0 for no effect and ±100 for the full control effect
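Quantitative HTS: GALK 5 nM, ATP 35 uM, galactose 100 uM, 1 h room temperature, then luciferase-based ATP detection.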
TRPV1 ag: HTS Assay for Compounds that Act as Agonists of the Vanilloid Receptor 1; Transient receptor potential cation channel subfamily V member 1 (Homo sapiens), Q8NER1; TRPV1-expressing cells, Fluo-8 calcium influx, agonist mode; activation, % at 8.33 µM; actives 0.19% (n = 320,000); AID 540275, 2011; in the data active = activation above about 80%; inconclusive = between about 30% and that limit; also: 0% is about no effect
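Cells expressing TRPV1 were dye-loaded with Fluo-8 and read kinetically: 10 s baseline, 3 min after compound (agonist portion), then 2 min after EC20 capsaicin (allosteric enhancer portion). Calcium-bound dye fluorescence at 480/520 nm.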
FBPA coupling cs: qHTS Assay for Inhibitors of Fructose-1,6-bisphosphate Aldolase from Giardia Lamblia: Coupling assay counterscreen. coupling enzyme system counterscreen, AmpLite Red fluorescence. actives 0.67% (n = 290,000). activity change, negative = inhibition, % at 58.2 µM, hits read low; in the data active = activity change below about -30%; also: % is scaled to controls: 0 for no effect and ±100 for the full control effect
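Activity here indicates interference with the coupling reaction, not aldolase inhibition. Compounds at 57.5 uM final met coupling enzymes for 10 min at RT; substrate and AmpLite Red detection followed, with a 525/598 nm fluorescence read after 20 min.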
CXXC DNA block: qHTS Fluorescence Polarization Assay for Inhibitors of MLL CXXC domain - DNA interaction; Histone-lysine N-methyltransferase 2A (Homo sapiens), Q03164; Potency, µM (highest dose often 115 µM), without a hit: at the top dose activity change, negative = inhibition, most hits filed as inhibitors; MLL-CXXC / FITC-HOXA9 DNA fluorescence polarization; AID 2662, 2010; actives 0.037% (n = 290,000); active = well fitted inhibition curve with a large enough effect in the polarisation, with a control signal flat, not every such curve was filed as active; inconclusive = small, poorly fitted or top-dose-only effect, or effect the other way, or a change in a side signal; inactive = no such curve, though single readings can be large or run the other way; the % refers to the polarisation; also: potency is read from the fitted curve at half-maximal effect
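Purified MLL-CXXC (added from a 7 uM solution) was preincubated 5 min at ambient with pinned compounds in 50 mM Tris-HCl pH 7.5, 50 mM NaCl, 1 mM DTT, 0.05% BSA. Fluorescein-labeled HOX-A9 DNA (50 nM solution) followed, 30 min, then polarization read.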
MBNL1-CUG inh: qHTS Assay for Inhibitors of MBNL1-poly(CUG) RNA binding; Muscleblind-like protein 1 (Homo sapiens), Q9NR56; TR-FRET MBNL1-His/biotin-(CUG)12 binding, 665/545 ratio; Potency, µM (doses to about 57.5 µM), for inactives: top-dose activity change, negative = inhibition, hits mostly inhibitors; actives 0.036% (n = 280,000); AID 2675, 2010; active = well fitted inhibition curve with a large enough effect in the signal ratio, with a control signal flat, not every such curve was filed as active; inconclusive = small, poorly fitted or top-dose-only effect, or effect the other way, or a change in a side signal; inactive = no such curve, though single readings can be large or run the other way; the % refers to the signal ratio; also: potency is read from the fitted curve at half-maximal effect; % is scaled to controls: 0 for no effect and ±100 for the full control effect
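Compounds (final 92 nM to 58 uM) are added to His-tagged MBNL1 and biotin-(CUG)12, then terbium anti-His antibody and streptavidin-XL665 (5 nM final). After 60 min at room temperature, the 665/545 nm ratio is read.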
a7 integrin act: qHTS for Activators of Integrin-Mediated Alleviation for Muscular Dystrophy; alpha7betagal myoblasts, beta-gal FDG fluorescence, 48 h; Potency, µM (doses to about 38.3 µM), inactives show at the top dose activation, actives largely listed as activators; actives 0.064% (n = 350,000);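 also: potency is read from the fitted curve at half-maximal effect; 100% = response of the positive control SU9516; nearly all actives have a fitted effect of over 60% in size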
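Alpha7betagal+/- myoblasts (passage 13) were plated 16-24 hr, then exposed to compounds (1:260 dilution of DMSO stock) for 48 hours at 37C. After MPER lysis, β-galactosidase reporter activity was read as FDG fluorescence (ex 480/em 540) after 30 minutes.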
hERG WT inh: qHTS for Inhibitors of KCHN2 3.1: Wildtype qHTS; Voltage-gated inwardly rectifying potassium channel KCNH2 (Homo sapiens), Q12809; U2OS, BacMam KCNH2, thallium flux FluxOr; stronger effect = lower value; activity change, % at 1.84 µM; actives 0.37% (n = 340,000);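 active = maximum activity change below -70%; inconclusive = maximum activity change between -70% and -50%; inactive = maximum activity change above -50%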; also: % is scaled to controls: 0 for no effect and ±100 for the full control effect
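U2OS cells were transduced with wild-type KCNH2 virus (2.03 x 10^8 / mL) for 4 h at room temperature, then cultured overnight at 37 C. Thallium flux was read with FluxOr dye. Rate constants were normalized to DMSO controls.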
KCNH2 3.1 block: qHTS for Inhibitors of KCHN2 3.1: Mutant qHTS; Potassium voltage-gated channel subfamily H member 2, brain isoform KCNH2 3.1 (human); U2OS KCNH2 3.1, thallium flux FluxOr; stronger effect = lower value; activity change, % (tested at about 1.8 µM); actives 0.95% (n = 340,000); AID 720553, 2013;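 active = maximum activity change below -70%; inconclusive = maximum activity change from -70% to -50%; inactive = maximum activity change above -50%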;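 also: thallium influx rate constant from kinetic fluorescence after stimulation buffer; % is scaled to controls: 0 for no effect and ±100 for the full control effect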
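Normalized rate constant (relative to positive and negative DMSO controls) derived from a 2 min kinetic fluorescence read after stimulation; U2OS cells expressing the 3.1 isoform via virus at 1.77 x 10^8 /mL.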
A-T KAP1 phos: qHTS Assay for Identifying a Potential Treatment of Ataxia-Telangiectasia; actives 0.19% (n = 320,000); Potency, µM (titrated, usually from 57.5 µM), inactives show at the top dose activation, hits mostly activators; […] A-T fibroblasts, KAP-1 phosphorylation AlphaLISA; neocarzinostatin DNA damage 30 min before lysis; AID 485349, 2010; also: potency is read from the fitted curve at half-maximal effect; % of control where 0% means no effect; nearly all actives have a fitted effect of over 45% in size
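ATM-like activity read as KAP-1 phosphorylation via AlphaLISA donor/acceptor antibody pairs after lysis and 6 hr at 25C. Cells were ATM-null patient fibroblasts ([…], hTERT), dosed 60 min, then exposed to the DSB inducer NCS for 30 min.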
An asterisk follows results filed as active; [ ] = remark or other dose. Unless noted, calls follow the shape of the dose curve; as a rule, active = well fitted curve in the direction sought with a large enough effect; inconclusive = small, poorly fitted or top-dose-only effect, or another doubt; inactive = no such curve, though single readings can be large; an effect the other way counts as inactive or inconclusive.

`COc1ccc(C(=O)N(C)c2ccccc2C(=O)NCCc2ccccc2)cc1` gave ASM inhibitor -2%, GALK inh 0%, TRPV1 ag 1, FBPA coupling cs -2, CXXC DNA block -1%, MBNL1-CUG inh -2%, a7 integrin act -59%[inhibitor], hERG WT inh 21, KCNH2 3.1 block 12 and A-T KAP1 phos 1%.
For COc1ccccc1CNC(=O)COC(=O)C12CC3CC(CC(O)(C3)C1)C2 the results were ASM inhibitor -3%, TRPV1 ag 1, a7 integrin act 0%, hERG WT inh 31, KCNH2 3.1 block -6 and A-T KAP1 phos 2%.
For COC(=O)c1ccc(NC2=CC(=O)CC(C)(C)C2)cc1 the results were ASM inhibitor 3%, GALK inh 0%, TRPV1 ag 5, FBPA coupling cs 3, CXXC DNA block -3%, MBNL1-CUG inh -1%, a7 integrin act 0%, hERG WT inh -7, KCNH2 3.1 block -2 and A-T KAP1 phos -2%.
`Cc1cc(OCc2nc(-c3cccnc3)no2)c(C)cc1Br` gave ASM inhibitor -1%, GALK inh -1%, TRPV1 ag -9, FBPA coupling cs -1, CXXC DNA block 13%, MBNL1-CUG inh -9%, a7 integrin act 6%, hERG WT inh -10, KCNH2 3.1 block 4 and A-T KAP1 phos inconclusive.
`CCn1ncc2c(OCc3ccc(C#N)cc3)cc(C)nc21` gave ASM inhibitor -3%, GALK inh -1%, TRPV1 ag 17, FBPA coupling cs -18, CXXC DNA block 0%, MBNL1-CUG inh 12%, a7 integrin act -24%, hERG WT inh 8, KCNH2 3.1 block 8 and A-T KAP1 phos 25%.
Screening O=C(NN1C(=O)c2ccccc2NC1c1ccc([N+](=O)[O-])o1)c1ccccc1 (stereo not given) returned ASM inhibitor -2%, GALK inh 1%, TRPV1 ag 4, FBPA coupling cs -7, CXXC DNA block -2%, MBNL1-CUG inh inconclusive, a7 integrin act -48%[inhibitor], hERG WT inh 9, KCNH2 3.1 block 0 and A-T KAP1 phos 2%.
Screening COc1ccc(NC(=O)COc2cccc3c2CCN(Cc2cccnc2)C3=O)cc1 returned ASM inhibitor 5%, GALK inh -2%, TRPV1 ag -1, CXXC DNA block 35%[activator], MBNL1-CUG inh -3%, a7 integrin act -30%, hERG WT inh -6, KCNH2 3.1 block 5 and A-T KAP1 phos -2%.
Screening O=C(CSc1nc2c(cnn2-c2ccccc2)c(=O)[nH]1)N1CCCCC1 returned ASM inhibitor 0%, GALK inh 0%, TRPV1 ag 1, FBPA coupling cs 5, CXXC DNA block -3%, MBNL1-CUG inh -1%, a7 integrin act 0%, hERG WT inh -1, KCNH2 3.1 block -10 and A-T KAP1 phos -15%.
`C=C(C)c1nc(Oc2ccccc2)nc(Oc2ccccc2)n1` gave ASM inhibitor -1%, a7 integrin act -51%[inhibitor], hERG WT inh -7 and KCNH2 3.1 block -17.
`O=C1c2ccccc2C(=O)N1Cc1cc(-c2ccc(Cl)cc2)no1` gave ASM inhibitor -12%, a7 integrin act 3%, hERG WT inh 0 and KCNH2 3.1 block -21.
Cc1ccc(S(=O)(=O)c2nnn3c2nc(N2CCC(C(N)=O)CC2)c2ccccc23)cc1C was read as ASM inhibitor -7%, GALK inh -6%, TRPV1 ag 7, FBPA coupling cs 6, CXXC DNA block 3%, MBNL1-CUG inh -5%, a7 integrin act -8%, hERG WT inh 25, KCNH2 3.1 block -5 and A-T KAP1 phos 7%.
For Nc1nc(Nc2ccccc2)nc(N2CCOCC2)c1[N+](=O)[O-] the results were ASM inhibitor 0%, GALK inh -2%, TRPV1 ag 8, FBPA coupling cs 0, CXXC DNA block 0%, MBNL1-CUG inh 12%, a7 integrin act 24%, hERG WT inh 14, KCNH2 3.1 block 4 and A-T KAP1 phos -2%.
`Cn1c(CCN2CCCCC2)nc2cc(NC(=O)COc3ccc(Cl)cc3)ccc21` gave ASM inhibitor -2%, GALK inh 1%, TRPV1 ag 1, FBPA coupling cs 1, CXXC DNA block 6%, MBNL1-CUG inh inconclusive, a7 integrin act -22%, hERG WT inh 14, KCNH2 3.1 block inconclusive and A-T KAP1 phos 3%.
`N#CC1=C2C=Cc3ccccc3N2CCCC1=O` gave ASM inhibitor 3%, GALK inh 3%, TRPV1 ag inconclusive, FBPA coupling cs 1, CXXC DNA block 0%, MBNL1-CUG inh inconclusive, a7 integrin act 13%, hERG WT inh 5, KCNH2 3.1 block 7 and A-T KAP1 phos -9%.
For O=C(O)c1cccc(Nc2nc(N3CCOCC3)nc(N3CCOCC3)n2)c1 the results were ASM inhibitor 6%, GALK inh -1%, TRPV1 ag -1, FBPA coupling cs 1, CXXC DNA block 5%, MBNL1-CUG inh -13%, a7 integrin act 23%, hERG WT inh -30, KCNH2 3.1 block -3 and A-T KAP1 phos -3%.
CC(C)c1ccc(NC(=S)NNC(=O)c2cccs2)cc1 was read as ASM inhibitor -1%, GALK inh 0%, TRPV1 ag inconclusive, FBPA coupling cs 4, CXXC DNA block -1%, MBNL1-CUG inh -13%, a7 integrin act 5%, hERG WT inh -7, KCNH2 3.1 block 4 and A-T KAP1 phos 0%.
Screening CN1CCN(NC(=O)c2cc(Br)ccc2Cl)CC1 returned ASM inhibitor 3%, GALK inh 12%, TRPV1 ag 4, FBPA coupling cs 2, CXXC DNA block 31%[activator], MBNL1-CUG inh -7%, a7 integrin act 25%, hERG WT inh 3, KCNH2 3.1 block -4 and A-T KAP1 phos 1%.
Screening CCOC(=O)Cn1c(=O)c(-c2ccccc2NCc2ccccc2)nc2ccccc21 returned ASM inhibitor -3%, a7 integrin act 13%, hERG WT inh 6 and KCNH2 3.1 block -5.
CCN1CCN(C(=O)c2cc3cc(Cl)ccc3[nH]2)CC1 was read as ASM inhibitor -3%, TRPV1 ag 3, FBPA coupling cs 8, CXXC DNA block 0%, MBNL1-CUG inh -4%, a7 integrin act 14%, hERG WT inh 15, KCNH2 3.1 block 0 and A-T KAP1 phos -9%.
For CC(C)=C(C#N)c1nc2ccccc2s1 the results were ASM inhibitor -2%, GALK inh 1%, TRPV1 ag 1, FBPA coupling cs 1, CXXC DNA block 8%, MBNL1-CUG inh 18%, a7 integrin act -1%, hERG WT inh 4, KCNH2 3.1 block 3 and A-T KAP1 phos 7%.
For CC(C)(C)c1ccc(SCCc2ccccn2)cc1 the results were ASM inhibitor 5%, GALK inh 0%, FBPA coupling cs 1, CXXC DNA block -9%, a7 integrin act -28%, hERG WT inh -8, KCNH2 3.1 block -6 and A-T KAP1 phos 26%.
Screening COc1ccc(CNC(=O)CCc2nc3cc(S(=O)(=O)N(C)C)ccc3n2C)cc1OC returned ASM inhibitor -1%, GALK inh -8%, TRPV1 ag 0, FBPA coupling cs 1, CXXC DNA block 18%, MBNL1-CUG inh -3%, a7 integrin act 4%, hERG WT inh 7, KCNH2 3.1 block 17 and A-T KAP1 phos -4%.
Screening COc1cccc(CC(NC(C)=O)C(=O)NC2CCN(c3nnnn3-c3ccccc3)CC2)c1OC (stereo not given) returned ASM inhibitor 4%, GALK inh 5%, TRPV1 ag 1, FBPA coupling cs 1, CXXC DNA block 12%, MBNL1-CUG inh 0%, a7 integrin act 16%, hERG WT inh 16, KCNH2 3.1 block 3 and A-T KAP1 phos 5%.
`CC(C)(C)[C@@H]1COC(=O)[C@H](Cc2ccc(F)cc2)CC/C=C\C[C@@H](CC(=O)N(CCO)Cc2ccccc2)C(=O)N1` gave ASM inhibitor -2%, a7 integrin act -16%, hERG WT inh 11, KCNH2 3.1 block -6 and A-T KAP1 phos 1%.
O=C(O)CCCCCNS(=O)(=O)c1ccc2c3c(cccc13)C(=O)N2 was read as ASM inhibitor 295%[activator], GALK inh -5%, TRPV1 ag 1, FBPA coupling cs 1, CXXC DNA block -9%, MBNL1-CUG inh inconclusive, a7 integrin act 29%, hERG WT inh 50, KCNH2 3.1 block -1 and A-T KAP1 phos 3%.
